Source: PubChem BioAssay
TWEAK-Fn14 inh: blocks TWEAK-Fn14 interaction in a reporter cell assay; TWEAK-stimulated Fn14 reporter cells, luciferase luminescence, 8 h; inhibition, % at 10 µM; 2% of 360,000 active; AID 1159606; in the data active = inhibition above about 50%
TLR9-MyD88 block: blocks human TLR9 binding to MyD88; CHO BLA complementation TLR9-MyD88, CCF4 FRET ratio; inhibition, % at 4.98 µM; AID 504734; 0.21% of 340,000 active; Q9NR96+Q99836;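 active = inhibition above the mean over all tested compounds plus 3 SD, cut at about 21% in these data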;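 also: 0% = DMSO only wells and 100% = clavulanate BLA inhibitor control wells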
LMP1 NFkB inh: inhibitors of Epstein-Barr LMP1-induced NF-kappaB reporter. LMP1-induced NF-kappaB luciferase reporter cells, luminescence. 0.69% of 350,000 active. AID 504558. inhibition, % at 12.5 µM; in the data active = inhibition above about 41%;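 also: 0% = neutral control wells and 100% = reference inhibitor control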
NOD2 RIPK2 PPI: inhibitors of human NOD2-RIPK2 interaction; inhibition, % at 4.98 µM; AID 624267; 0.38% of 360,000 active; CHO BLA complementation NOD2-RIPK2, CCF4 ratio; O43353; in the data active = inhibition above about 21%;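 also: 0% = vehicle only and 100% = reference blocker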
NR5A2 inv ag: suppresses constitutive activity of human LRH-1 | 0.13% of 360,000 active | HEK293T StAR-luciferase reporter, LRH-1 transfected, 24 h | inhibition, % at 3.6 µM;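 active = inhibition above the mean inhibition of all tested compounds plus 3 SD, cut at about 73% in these data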;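 also: 0% = DMSO wells and 100% = reporter-only cells lacking LRH-1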
NCOA2 inhibitor: inhibits human steroid receptor coactivator 2 | inhibition, % at 9 µM | AID 651957 | 0.17% of 370,000 active | HEK293 GAL4-SRC2 luciferase reporter, luminescence;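 active = inhibition above the mean inhibition of all tested compounds plus 3 SD, set per campaign, cut at about 52% in these data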;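 also: 0% = DMSO treated cells and 100% = cells given Gossypol at 36 µM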
COUP-TFII inh: inhibitors of human COUP-TFII (NR2F2) | 0.7% of 370,000 active | inhibition, % at 8.6 µM | P24468 | AID 686940 | HEK293T NGFI-A luciferase reporter, luminescence;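 active = inhibition above a per-plate cutoff, mean inhibition of test wells between control levels plus 3 SD, cut at about 38% in these data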;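 also: cells cotransfected with COUP-TFII expression vector driving the NGFI-A reporter; 0% = median of COUP-TF2 test wells and 100% = reporter-only cells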
SRC3 inh: inhibits human SRC3 coactivator. inhibition, % at 3.6 µM. 0.17% of 360,000 active. HEK293 GAL4-SRC3 luciferase reporter, luminescence. AID 588352;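 active = inhibition above a per-campaign cutoff, the mean of all compounds plus 3 SD, cut at about 60% in these data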;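 also: 0% = DMSO-treated cells and 100% = gossypol-treated cells at 36 µM; higher means less SRC3-driven luciferase light from the GAL4 reporter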
Target sequence (Q9Y6Q9 whole entry, looked up, the tested form may be a part): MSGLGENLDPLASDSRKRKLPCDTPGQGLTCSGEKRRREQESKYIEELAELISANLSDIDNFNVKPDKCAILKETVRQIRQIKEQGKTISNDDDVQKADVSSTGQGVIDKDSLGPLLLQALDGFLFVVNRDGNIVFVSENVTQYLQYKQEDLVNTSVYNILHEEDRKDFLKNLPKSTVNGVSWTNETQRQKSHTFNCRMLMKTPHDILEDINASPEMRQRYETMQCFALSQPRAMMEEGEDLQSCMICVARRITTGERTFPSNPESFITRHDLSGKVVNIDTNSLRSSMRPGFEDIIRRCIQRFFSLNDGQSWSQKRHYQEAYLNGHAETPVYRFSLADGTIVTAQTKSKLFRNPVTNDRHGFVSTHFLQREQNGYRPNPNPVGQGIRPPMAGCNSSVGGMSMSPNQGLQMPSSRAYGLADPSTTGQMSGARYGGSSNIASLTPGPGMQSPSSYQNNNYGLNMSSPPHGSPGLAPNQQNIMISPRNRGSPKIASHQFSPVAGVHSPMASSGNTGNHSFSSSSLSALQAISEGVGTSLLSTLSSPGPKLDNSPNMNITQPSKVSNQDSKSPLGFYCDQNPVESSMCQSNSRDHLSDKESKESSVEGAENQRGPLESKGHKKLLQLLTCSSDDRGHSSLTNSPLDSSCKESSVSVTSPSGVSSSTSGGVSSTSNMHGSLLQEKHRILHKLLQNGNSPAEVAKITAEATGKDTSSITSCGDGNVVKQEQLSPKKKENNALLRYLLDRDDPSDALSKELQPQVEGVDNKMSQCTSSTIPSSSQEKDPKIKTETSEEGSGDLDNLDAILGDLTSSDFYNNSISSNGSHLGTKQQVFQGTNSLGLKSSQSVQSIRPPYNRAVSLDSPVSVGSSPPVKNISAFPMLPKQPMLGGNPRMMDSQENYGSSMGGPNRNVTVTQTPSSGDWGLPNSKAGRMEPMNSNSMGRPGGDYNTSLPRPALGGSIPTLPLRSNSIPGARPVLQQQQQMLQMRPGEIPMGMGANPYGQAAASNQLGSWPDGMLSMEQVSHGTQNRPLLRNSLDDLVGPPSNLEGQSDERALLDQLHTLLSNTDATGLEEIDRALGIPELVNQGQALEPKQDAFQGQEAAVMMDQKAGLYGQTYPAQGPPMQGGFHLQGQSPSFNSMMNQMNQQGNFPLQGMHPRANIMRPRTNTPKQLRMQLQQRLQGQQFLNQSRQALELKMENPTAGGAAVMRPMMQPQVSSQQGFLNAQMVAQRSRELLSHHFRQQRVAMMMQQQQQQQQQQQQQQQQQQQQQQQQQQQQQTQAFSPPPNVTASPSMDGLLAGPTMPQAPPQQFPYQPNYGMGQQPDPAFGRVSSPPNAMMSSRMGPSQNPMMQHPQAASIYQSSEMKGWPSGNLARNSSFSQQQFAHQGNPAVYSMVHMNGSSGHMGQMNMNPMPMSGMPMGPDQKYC
SRC1 inh: human NCOA1 inhibition; AID 588354; HEK293 GAL4-SRC1 luciferase reporter, luminescence; 0.12% of 360,000 active; inhibition, % at 3.6 µM; Q15788;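 active = inhibition above the campaign mean plus 3 SD, with each screening campaign given its own cutoff, cut at about 60% in these data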;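 also: 0% = DMSO treated cells and 100% = gossypol at 36 µM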
TROY signal inh: blocks TROY-dependent signaling in reporter cells; Q293 LMP1-TROYcd NF-kB luciferase reporter, 4 h; inhibition, % at 10 µM; 0.98% of 360,000 active; AID 1347056;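 active = compounds whose plate-normalised and pattern-corrected inhibition of the luciferase reporter signal at the single screening dose is 50% or more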
C8 TRAIL sens: caspase-8 TRAIL sensitization; NB7+C8 cells + TRAIL, ATPlite viability luminescence; inhibition (viability loss, TRAIL sensitization), % at 10 µM; 1% of 360,000 active; AID 624354;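 active = compounds causing at least 50% loss of cell viability in the single-dose screen, relative to plate controls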
Numbers without * were called inactive. Some of the compounds tested. The share of hits here may be higher or lower than overall.

Results for COc1ccccc1CCC(=O)Nc1ccc(S(=O)(=O)Nc2cc(C)nc(C)n2)cc1 ?
TWEAK-Fn14 inh: 4; TLR9-MyD88 block: 5; LMP1 NFkB inh: 7; NOD2 RIPK2 PPI: 0; NR5A2 inv ag: 2; NCOA2 inhibitor: -6; COUP-TFII inh: 3; SRC3 inh: 21; SRC1 inh: -12; TROY signal inh: 3; C8 TRAIL sens: -6

What do the screens show for `O=C(CSC1=NCCN1)Nc1cccc(C(F)(F)F)c1`?
TWEAK-Fn14 inh: 28; TLR9-MyD88 block: 9; LMP1 NFkB inh: -20; NOD2 RIPK2 PPI: -5; NR5A2 inv ag: -15; NCOA2 inhibitor: -1; COUP-TFII inh: 5; SRC3 inh: -21; SRC1 inh: -2; TROY signal inh: -4; C8 TRAIL sens: 16

How did C[C@H](NC(=O)OC(C)(C)C)c1nnc(SCC(=O)c2ccc(Cl)cc2)o1 do in these assays?
TWEAK-Fn14 inh: 11; TLR9-MyD88 block: -8; LMP1 NFkB inh: 5; NOD2 RIPK2 PPI: -8; NR5A2 inv ag: -4; NCOA2 inhibitor: -5; COUP-TFII inh: 13; SRC3 inh: 15; SRC1 inh: -7; TROY signal inh: 4; C8 TRAIL sens: -14

What do the screens show for `CN(CC(=O)NCCc1ccccc1)S(=O)(=O)c1ccccc1`?
TWEAK-Fn14 inh: -8; TLR9-MyD88 block: -8; LMP1 NFkB inh: 1; NOD2 RIPK2 PPI: 8; NR5A2 inv ag: 0; NCOA2 inhibitor: -4; COUP-TFII inh: -20; SRC3 inh: 0; SRC1 inh: 5; TROY signal inh: -14; C8 TRAIL sens: -10

Results for CCOc1cccc(/C=N/Nc2ccc(S(=O)(=O)N(CC)CC)cn2)c1O ?
TWEAK-Fn14 inh: -11; TLR9-MyD88 block: -7; LMP1 NFkB inh: 57*; NOD2 RIPK2 PPI: -6; NR5A2 inv ag: -7; NCOA2 inhibitor: 23; COUP-TFII inh: -7; SRC3 inh: 30; SRC1 inh: 23; TROY signal inh: 8; C8 TRAIL sens: 20

How did CC(C)(O)c1ccc2c(c1)CCC1C(C)(C(=O)O)CCCC21C (configuration not stated) do in these assays?
TWEAK-Fn14 inh: -10; TLR9-MyD88 block: 2; LMP1 NFkB inh: -1; NOD2 RIPK2 PPI: -4; NR5A2 inv ag: 18; NCOA2 inhibitor: 6; COUP-TFII inh: 13; SRC3 inh: 16; SRC1 inh: 3; TROY signal inh: -3; C8 TRAIL sens: -2

Results for COc1ccc(N(CC(=O)NCc2ccco2)S(=O)(=O)c2ccc(OC)c(OC)c2)cc1 ?
TWEAK-Fn14 inh: -4; TLR9-MyD88 block: -3; LMP1 NFkB inh: 1; NOD2 RIPK2 PPI: 1; NR5A2 inv ag: 7; NCOA2 inhibitor: -3; COUP-TFII inh: -12; SRC3 inh: -5; SRC1 inh: 2; TROY signal inh: 8; C8 TRAIL sens: -1

Results for CCOC(=O)c1cccnc1SC(CC)C(=O)N1CCOCC1 (configuration not stated) ?
TWEAK-Fn14 inh: -7; TLR9-MyD88 block: -12; LMP1 NFkB inh: 2; NOD2 RIPK2 PPI: 5; NR5A2 inv ag: 7; NCOA2 inhibitor: 6; COUP-TFII inh: 7; SRC3 inh: -6; SRC1 inh: 6; TROY signal inh: 1; C8 TRAIL sens: -4

What do the screens show for `O=C(Cn1c(=O)oc2cc(S(=O)(=O)NCc3ccccc3)ccc21)N1CCCC1`?
TWEAK-Fn14 inh: 4; TLR9-MyD88 block: 1; LMP1 NFkB inh: -11; NOD2 RIPK2 PPI: 6; NR5A2 inv ag: 1; NCOA2 inhibitor: -7; COUP-TFII inh: -11; SRC3 inh: 11; SRC1 inh: -1; TROY signal inh: -2; C8 TRAIL sens: 0

How did COc1cc(NCC2COc3c(ccc(OC)c3OC)C2=O)c([N+](=O)[O-])cc1OC (configuration not stated) do in these assays?
TWEAK-Fn14 inh: 25; NOD2 RIPK2 PPI: 5; NR5A2 inv ag: 34; NCOA2 inhibitor: -5; COUP-TFII inh: 13; SRC3 inh: 1; SRC1 inh: -2; TROY signal inh: 12; C8 TRAIL sens: 1

Results for C/C(=N\NC(=O)CCC(=O)NCc1ccccc1)c1ccc([N+](=O)[O-])cc1 ?
TWEAK-Fn14 inh: 1; TLR9-MyD88 block: 2; LMP1 NFkB inh: -2; NOD2 RIPK2 PPI: 2; NR5A2 inv ag: -6; NCOA2 inhibitor: -1; COUP-TFII inh: 3; SRC3 inh: -6; SRC1 inh: 6; TROY signal inh: -7; C8 TRAIL sens: 0

Results for COCCN1C(=O)CSCC1(C)C(=O)NC(C)C (configuration not stated) ?
NOD2 RIPK2 PPI: -15; NR5A2 inv ag: -31; NCOA2 inhibitor: -20; COUP-TFII inh: -1; C8 TRAIL sens: 5

Results for CC(C)NS(=O)(=O)c1ccc2c3c(cccc13)CC2 ?
TWEAK-Fn14 inh: -3; TLR9-MyD88 block: -5; LMP1 NFkB inh: -6; NOD2 RIPK2 PPI: -4; NR5A2 inv ag: -4; NCOA2 inhibitor: 5; COUP-TFII inh: -17; SRC3 inh: 4; SRC1 inh: 5; TROY signal inh: 1; C8 TRAIL sens: -19

How did COc1cccc(-c2ncc3ccccc3c2COC(=O)c2ccccc2C(=O)O)c1 do in these assays?
TWEAK-Fn14 inh: -8; TLR9-MyD88 block: -11; LMP1 NFkB inh: -3; NOD2 RIPK2 PPI: -9; NR5A2 inv ag: -8; NCOA2 inhibitor: -61; COUP-TFII inh: -5; SRC3 inh: -16; SRC1 inh: -23; TROY signal inh: -10; C8 TRAIL sens: -6

Results for CC1(OC(=O)C2CCCC2)C(=O)C=C2C=C(c3ccsc3)OC=C2C1=O (configuration not stated) ?
TWEAK-Fn14 inh: 3; TLR9-MyD88 block: -3; LMP1 NFkB inh: -2; NOD2 RIPK2 PPI: -19; NR5A2 inv ag: -4; NCOA2 inhibitor: -29; COUP-TFII inh: 1; SRC3 inh: -11; SRC1 inh: -10; TROY signal inh: -5; C8 TRAIL sens: 1

Results for COc1cc(C(=O)NCc2nnc(SCC(=O)Nc3cccc(C(F)(F)F)c3)o2)cc(OC)c1OC ?
TWEAK-Fn14 inh: -7; TLR9-MyD88 block: 4; LMP1 NFkB inh: 4; NOD2 RIPK2 PPI: 4; NR5A2 inv ag: -22; NCOA2 inhibitor: -31; COUP-TFII inh: 21; SRC3 inh: 17; SRC1 inh: 1; TROY signal inh: 3; C8 TRAIL sens: -14

How did Nc1nc(C(=O)N2CCOCC2)nn1C(=O)c1ccc(Cl)cc1 do in these assays?
TWEAK-Fn14 inh: 17; TLR9-MyD88 block: -11; LMP1 NFkB inh: -1; NOD2 RIPK2 PPI: 2; NR5A2 inv ag: 1; NCOA2 inhibitor: -5; COUP-TFII inh: 15; SRC3 inh: 22; SRC1 inh: 3; TROY signal inh: 2; C8 TRAIL sens: -1

How did O=C(CCc1ccccc1)NC(NC(=S)Nc1ccc(Br)cc1)C(Cl)(Cl)Cl (configuration not stated) do in these assays?
TWEAK-Fn14 inh: -4; TLR9-MyD88 block: 1; LMP1 NFkB inh: 17; NOD2 RIPK2 PPI: -15; NR5A2 inv ag: -11; NCOA2 inhibitor: 7; COUP-TFII inh: 17; SRC3 inh: 16; SRC1 inh: 16; TROY signal inh: 24; C8 TRAIL sens: 17

What do the screens show for `CN(CC(=O)Nc1ccc(F)cc1)C(=O)c1cc(-c2cccs2)nn1-c1ccccc1`?
TWEAK-Fn14 inh: 9; TLR9-MyD88 block: 4; LMP1 NFkB inh: -10; NOD2 RIPK2 PPI: -9; NR5A2 inv ag: -22; NCOA2 inhibitor: 5; COUP-TFII inh: -2; SRC3 inh: -16; SRC1 inh: 4; TROY signal inh: 23; C8 TRAIL sens: -6

What do the screens show for `N#C/C(=C\c1cn[nH]c1-c1ccccc1)C(=O)NC1CCCCCC1`?
TWEAK-Fn14 inh: -5; TLR9-MyD88 block: -7; LMP1 NFkB inh: -1; NOD2 RIPK2 PPI: 5; NR5A2 inv ag: 4; NCOA2 inhibitor: 3; COUP-TFII inh: 14; SRC3 inh: 9; SRC1 inh: 2; TROY signal inh: 12; C8 TRAIL sens: -12

Results for CCc1ccc(NC2=NC(C(=O)c3ccccc3)CC(=O)N2)cc1 (configuration not stated) ?
TWEAK-Fn14 inh: 5; TLR9-MyD88 block: 0; LMP1 NFkB inh: 4; NOD2 RIPK2 PPI: 1; NR5A2 inv ag: -16; NCOA2 inhibitor: -19; COUP-TFII inh: -3; SRC3 inh: 13; SRC1 inh: -8; TROY signal inh: 5; C8 TRAIL sens: 6

Results for NCc1ccccc1 ?
TWEAK-Fn14 inh: 3; TLR9-MyD88 block: -8; LMP1 NFkB inh: 7; NOD2 RIPK2 PPI: -11; NR5A2 inv ag: -1; NCOA2 inhibitor: -54; COUP-TFII inh: -12; SRC3 inh: 2; SRC1 inh: -5; TROY signal inh: -5; C8 TRAIL sens: -18

How did CN1CCN(C(=O)/C(=C/c2ccco2)NC(=O)c2ccccc2)CC1 do in these assays?
TWEAK-Fn14 inh: -10; TLR9-MyD88 block: 1; LMP1 NFkB inh: -1; NOD2 RIPK2 PPI: 4; NR5A2 inv ag: 3; NCOA2 inhibitor: 5; COUP-TFII inh: 5; SRC3 inh: -4; SRC1 inh: -5; TROY signal inh: -7; C8 TRAIL sens: -5

How did CCC(c1nnnn1-c1ccc2c(c1)OCCO2)N1CCN(c2ccccc2)CC1 (configuration not stated) do in these assays?
TWEAK-Fn14 inh: 9; NOD2 RIPK2 PPI: -9; NR5A2 inv ag: -4; NCOA2 inhibitor: 25; COUP-TFII inh: 14; TROY signal inh: 13; C8 TRAIL sens: -1

Results for O=C(O)c1cc2c([nH]c1=O)CCCC2 ?
TWEAK-Fn14 inh: -13; TLR9-MyD88 block: -3; LMP1 NFkB inh: 4; NOD2 RIPK2 PPI: 5; NR5A2 inv ag: 14; NCOA2 inhibitor: -18; COUP-TFII inh: 4; SRC3 inh: 1; SRC1 inh: -1; TROY signal inh: -5; C8 TRAIL sens: 8

Results for CCN1CCN(C(=O)C2COc3ccccc3O2)CC1 (configuration not stated) ?
TWEAK-Fn14 inh: 5; TLR9-MyD88 block: 7; LMP1 NFkB inh: -7; NOD2 RIPK2 PPI: -3; NR5A2 inv ag: -6; NCOA2 inhibitor: -3; COUP-TFII inh: -2; SRC3 inh: -2; SRC1 inh: 11; TROY signal inh: -29; C8 TRAIL sens: -10

What do the screens show for `CCOC(=O)c1[nH]c(C)c(C(=O)NC2CCCCC2)c1C`?
TWEAK-Fn14 inh: -2; TLR9-MyD88 block: 0; LMP1 NFkB inh: -30; NOD2 RIPK2 PPI: -2; NR5A2 inv ag: -10; NCOA2 inhibitor: -2; COUP-TFII inh: 5; SRC3 inh: 16; SRC1 inh: 2; TROY signal inh: -4; C8 TRAIL sens: -5

How did O=C(/C=C/c1ccc2c(c1)OCO2)N1CCOCC1 do in these assays?
TWEAK-Fn14 inh: 16; TLR9-MyD88 block: 2; LMP1 NFkB inh: -22; NOD2 RIPK2 PPI: -10; NR5A2 inv ag: -34; NCOA2 inhibitor: -39; COUP-TFII inh: -50; SRC3 inh: -39; SRC1 inh: -14; TROY signal inh: -42; C8 TRAIL sens: 6
